All columns: NCI-60 one-dose screen, growth in % after 48 h at 10 µM unless noted; 100 = growth as untreated, 0 = no growth, -100 = all killed.
K-562 = K-562 leukemia | AID 1794777 | hit rate 7.4% among 78,000
CCRF-CEM = CCRF-CEM leukemia | hit rate 7% among 77,000
RPMI-8226 = RPMI-8226 leukemia cells | hit rate 7.5% among 77,000 | AID 1794781
MOLT-4 = MOLT-4 leukemia cells; AID 1794779; hit rate 6.9% among 80,000
MDA-MB-468 = MDA-MB-468 breast cancer; AID 2202374; hit rate 8.5% among 78,000
MDA-MB-231 = MDA-MB-231 breast cancer; hit rate 5% among 81,000; AID 1794789
MDA-MB-435 = MDA-MB-435 melanoma | hit rate 7.8% among 82,000 | AID 1794794
SR = SR leukemia cells | AID 1794780 | hit rate 8.7% among 73,000
* marks the source's active call; other numbers are inactive results; . = not tested or not shown; & = joins results of further samples. How the source made its calls: active means growth percent below 10; inactive means the rest.

Below each SMILES: K-562, CCRF-CEM, RPMI-8226, MOLT-4, MDA-MB-468, MDA-MB-231, MDA-MB-435, SR
- Cc1[nH]nc2ccc3nc(-c4cnn(CCO)c4)c4c(c3c12)CCCC4
→ 38, 29, 34, 34, -0.8*, 40, 19, 14
- COc1ccc(/C=N/Nc2ccnc3cc(Cl)ccc23)cc1Cl
→ -53*, -20*, -38*, -25*, -72*, -71*, -84*, -9.7*
- CCCCc1ccc(/C=C2\Oc3cc(OS(N)(=O)=O)ccc3C2=O)cc1
→ 89, 97, 101, 85, 93, 96, 108, 85
- COc1cc(C2CC(c3cc(OC)c(OC)c(OC)c3)=NN2C=O)ccc1OS(=O)(=O)c1ccc(C)cc1 (configuration not stated)
→ 79, 87, 51, 89, 85, 84, 92, 97
- O=C(NC(=S)N1CC=CCC1)c1ccccc1
→ 111, 121, 104, 94, 121, 104, 109, .
- COc1ccc(N(C)c2nc(Cl)nc3cnn(C)c23)cc1
→ ., 13, 28, 15, 27, 19, -23*, 13
- Cc1c[n+]2ccccc2n1C
→ 82&112, 99&108, 90&116, 78&106, 103, 97&105, 98&109, 102
- c1ccc(-n2nnnc2-c2cccc3ccccc23)cc1
→ 13, 9.6*, ., 30, -23*, 25, -11*, 21
- C#CCCCCCCC[C@@H]1OC(=O)[C@H]([C@@H](C)CC)NC(=O)[C@@H]([C@@H](C)CC)NC(=O)CC(=O)[C@@H]1C
→ 92, 93, 94, 87, 101, 86, 107, 91
- CCOC(=O)/C(C#N)=C\c1ccccc1
→ 100, 97, 105, 105, 98, 109, 103, 92
- O=S(=O)(O)C(Nc1ccccc1)c1ccccc1 (configuration not stated)
→ 88, 115, 100, 106, 93, 99, 104, 99
- COC(=O)C(Sc1ccc(Cl)cc1)C1SC(=S)N(Cc2ccccc2)C1=O (configuration not stated)
→ 44, 21, 85, 62, 95, 99, 90, 51
- O=C(CCOCCOCCOCCNC(=O)COc1ccc2c(c1)OCC(c1ccc(F)cc1)C2=O)NCCCC(O)(P(=O)(O)O)P(=O)(O)O (configuration not stated)
→ 101, 104, 110, 102, 109, 102, 101, .
- O=C(CC1CCCC(CC(=O)c2ccccc2)N1CCc1ccccc1)c1ccccc1 (configuration not stated)
→ 35, 43, 12, 65, 45, 81, 70, 54
- COc1cc2c(cc1OC)C(/C=C/c1ccco1)=NCC2
→ 69, 77, ., ., ., 95, 87, .
- C=C1C(=O)O[C@H]2[C@H]1CC/C(C=Nc1ncncc1N)=C\CC[C@@]1(C)O[C@@H]21
→ 65, 83, 91, 79, 52, 76, 89, 86
- O=C1C(=O)N(CCCCn2cc(-c3ccccc3)nn2)c2ccccc21
→ 109, 97, 96, 101, 125, 102, 108, 108
- CC(=O)c1c(C)n(-c2ccccc2)c2c1c(-c1ccc(C)o1)nc1ccccc12
→ 72, 74, 71, 77, 80, 73, 95, 80
- O=C1N/C(=N/N=C(c2ccccc2)c2ccccc2)S/C1=C\c1ccccc1O
→ 88, 87, 94, 98, 103, 85, 101, .
- Cc1c(Cl)cccc1NC(=O)CCCl
→ 88, 85, 91, 85, 108, 121, 105, 84
- COc1ccc(-c2nc(-c3nc4ccc(OC)cc4[nH]3)c3ccccn23)cc1
→ 26, 34, 3.2*, 45, 72, 83, 81, .
- O=C1Nc2ccc(Cl)cc2/C1=C\c1c(-c2ccc(F)cc2)nc2ccccn12
→ -39*, 5.4*, 70, -4.2*, -14*, 46, -34*, .
- CCCN(CCC)C(=O)[C@@H](CC)[C@@H]1CC[C@@H](C)[C@@H]([C@H](C)[C@@H](O)[C@@H](C)C(=O)[C@H](CC)C2O[C@]3(C=CC(=O)[C@]4(CC[C@@](C)([C@H]5CC[C@](O)(CC)[C@H](C)O5)O4)O3)[C@H](C)C[C@@H]2C)O1 (some centres not stated)
→ 107, ., 90, 111, 89, 89, 99, 128
- CCc1ccc(NC(=S)n2c(=O)cc(C)c3ccc(O)cc32)cc1
→ 100, 107, 108, 109, 108, 97, 101, 120
- N#CCNc1ccccc1
→ 94, 102, 90, 108, ., 106, 110, 84
- CCOC(=O)C1=C(C)NC(SCc2nnc(-c3ccc(Cl)cc3)o2)=NC1c1ccc(Br)cc1 (configuration not stated)
→ 61, 43, 38, 8.3*, 58, 60, 65, 39
- O=C(O)[C@@H]1c2ccccc2C(=O)N(c2ccc(F)cc2)[C@H]1c1ccc(F)cc1
→ 102, 106, 103, 89, 99, 99, 107, 96
- C=NNc1ccccc1
→ 76, 71, 98, 105, 91, 67, 105, 74
- COc1ccc(C2OC(Cn3nnnc3-c3ccccc3)=NN2C(C)=O)cc1 (configuration not stated)
→ 110, 97, 95, 99, 107, 97, 107, .
- CCOC(=O)c1sc(/N=C2\NC(=O)/C(=C3/C(=O)N(Cc4ccccc4)c4ccc(Cl)cc43)S2)nc1C
→ 102, 98, 99, 98, 108, 100, 107, 102

12 structures from above, ordered by SMILES length, ascending:
Below each SMILES: K-562, CCRF-CEM, RPMI-8226, MOLT-4, MDA-MB-468, MDA-MB-231, MDA-MB-435, SR
- N#CCNc1ccccc1
→ 94, 102, 90, 108, ., 106, 110, 84
- Cc1c[n+]2ccccc2n1C
→ 82&112, 99&108, 90&116, 78&106, 103, 97&105, 98&109, 102
- CCOC(=O)/C(C#N)=C\c1ccccc1
→ 100, 97, 105, 105, 98, 109, 103, 92
- O=C(NC(=S)N1CC=CCC1)c1ccccc1
→ 111, 121, 104, 94, 121, 104, 109, .
- O=S(=O)(O)C(Nc1ccccc1)c1ccccc1 (configuration not stated)
→ 88, 115, 100, 106, 93, 99, 104, 99
- c1ccc(-n2nnnc2-c2cccc3ccccc23)cc1
→ 13, 9.6*, ., 30, -23*, 25, -11*, 21
- COc1ccc(/C=N/Nc2ccnc3cc(Cl)ccc23)cc1Cl
→ -53*, -20*, -38*, -25*, -72*, -71*, -84*, -9.7*
- O=C1C(=O)N(CCCCn2cc(-c3ccccc3)nn2)c2ccccc21
→ 109, 97, 96, 101, 125, 102, 108, 108
- COC(=O)C(Sc1ccc(Cl)cc1)C1SC(=S)N(Cc2ccccc2)C1=O (configuration not stated)
→ 44, 21, 85, 62, 95, 99, 90, 51
- COc1ccc(-c2nc(-c3nc4ccc(OC)cc4[nH]3)c3ccccn23)cc1
→ 26, 34, 3.2*, 45, 72, 83, 81, .
- C=C1C(=O)O[C@H]2[C@H]1CC/C(C=Nc1ncncc1N)=C\CC[C@@]1(C)O[C@@H]21
→ 65, 83, 91, 79, 52, 76, 89, 86
- CCCN(CCC)C(=O)[C@@H](CC)[C@@H]1CC[C@@H](C)[C@@H]([C@H](C)[C@@H](O)[C@@H](C)C(=O)[C@H](CC)C2O[C@]3(C=CC(=O)[C@]4(CC[C@@](C)([C@H]5CC[C@](O)(CC)[C@H](C)O5)O4)O3)[C@H](C)C[C@@H]2C)O1 (some centres not stated)
→ 107, ., 90, 111, 89, 89, 99, 128

The results go on:
Below each SMILES: K-562, CCRF-CEM, RPMI-8226, MOLT-4, MDA-MB-468, MDA-MB-231, MDA-MB-435, SR
- CC(=O)NCCCCCCN1CCCCC1
→ 107, 105, 97, 104, 98, 98, 105, 112
- COC(=O)CCS(=O)(=O)Cc1ccccc1
→ 105, 95, 99, 95, 96, 106, 116, 90
- C1CSCN1
→ 99, 95, 101, 99, 107, 105, 106, 88
- CCOC(=O)c1c(NC(=O)NC(C)(C)C)sc2c1CCCC2
→ 96, 101, 115, 100, 102, 90, 100, 93
- S=C(c1ccc2c(c1)OCO2)N1CCN(c2cccc(Cl)c2)CC1
→ 29, 19, 25, 31, 6.4*, 36, -38*, 12
- COc1cccc(Nc2nc(SC)nc(-c3cccc(N)c3)c2C#N)c1
→ 88, 96, 100, 92, 113, 83, 101, .
- CN(C)c1ccc(/C=N/Nc2nnc3n2N=C(c2ccccc2)CS3)cc1
→ 88, 103, 95, 97, 102, 99, 106, 104
- CC(C)=CC/C=C(/C)[C@H]1CC[C@]2(C)[C@@H]1CC[C@@H]1[C@@]3(C)C/C(=C/c4cccnc4)C(=O)C(C)(C)[C@@H]3CC[C@]12C
→ 90, 96, 87, 88, 95, 105, 105, .
- CCc1cccc2c3c([nH]c12)C(CC)(CC(=O)O)OCC3 (configuration not stated)
→ 86&96, 94&95, 102&76, 93&83, 106, 105&102, 102&125, 101&25
- COc1ccc(C(Cl)=C(c2ccc(OC)cc2)c2ccc(OC)cc2)cc1
→ 91, 86, 52, 86, 76, 92, 93, 99
- CC(=O)N1C(=O)C2C3C=CC(C3)C2C(=O)N1C(C)=O (configuration not stated)
→ 87, 96, 94, 102, 77, 98, 96, 111
- CC1(C)OC2COC3(C(=O)O)OC(C)(C)OC3C2O1 (configuration not stated)
→ 101, 128, 109, 104, 94, 88, 94, 121
- COc1cc2c(cc1OCCCN1CCN(CCCOc3cc4c(cc3OC)C(=O)N3C[C@H](F)C[C@H]3C=N4)CC1)N=C[C@@H]1C[C@@H](F)CN1C2=O
→ 2.1*, -28*, -3.7*, -17*, ., 19, -25*, -23*
- CC/C(=C(\c1ccc(OCCN2CCCCC2)cc1)c1ccc(OC(=O)C2CCCCC2)cc1)c1ccc(OC)cc1
→ 109, 56, 105, 99, 105, 101, 107, 90
- COc1ccc(S(=O)(=O)n2ccc(-c3ccc4c(c3)CCC(C)(C)O4)n2)cc1OC
→ 53, 82, 59, 64, 28, 82, 80, 60
- CCOC(=O)C(CC)c1ccccc1 (configuration not stated)
→ 135, 99, 99, 105, 110, 112, 116, 125
- CN[C@]1(c2ccccc2Cl)CCCC[C@@H]1NCCc1ccc(OC)c(OC)c1
→ 90, 105, 94, 94, 103, 112, 103, 88
- COc1ccc(-c2cc(O)c(C(C)=O)s2)cc1
→ 85, 89, 102, 91, 122, 126, 90, 71
- CSc1ccc(C(=O)C[n+]2cccc(C)c2)cc1
→ 102, 100, 98, 97, 91, 107, 104, 106
- COc1ccc(-c2cc(-c3nnc(SCC(=O)c4ccccc4)o3)c3ccccc3n2)cc1OC
→ 76, ., 89, 67, 117, 115, 87, 73
- O=C1Nc2ccc(F)cc2C12Nc1cc(Cl)ccc1S2 (configuration not stated)
→ 49, 76, 33, 75, 107, 88, 97, .
- Oc1ccc(/C=N/Nc2ccc3nnc(-c4ccccc4)n3n2)cc1
→ ., 18, 27, ., 69, 87, 63, .
- COc1ccc(-c2nc3ccccc3n2CC(=O)N=Nc2c(O)[nH]c3ccc(OC)cc23)cc1
→ 33, 63, 52, 36, 52, 66, 26, 0.5*
- O=C(O)c1c(-c2ccc(F)cc2)c(=O)[nH]c2ccccc12
→ 107, 107, 121, 114, 72, 95, 100, .
- COc1ccccc1-n1cc(C#N)c(N)c1C(=O)c1ccc(Cl)cc1
→ 21, 76, 88, 64, 52, 68, -17*, 24
- O=C(Nc1ccccc1-c1nc2ccccc2s1)c1ccno1
→ ., 96, 75, 73, 85, 83, 96, 61
- CN1C[C@@H](c2ccc(Cl)cc2)[C@]2(NC(=S)N(c3ccc(F)c(Cl)c3)C2=O)[C@@]12C(=O)NC1C=CC=C[C@H]12 (some centres not stated)
→ 35, 33, 40, 21, 72, 100, 89, 47
- CC(C)OC(=O)Nn1cnc2ccccc21
→ 97, 81, 99, 75, ., 117, 110, -48*
- COc1ccc(C2=NN(C=O)C(c3sc(Cl)nc3Cl)C2)cc1 (configuration not stated)
→ 81, 85, 96, 74, 112, 95, 98, 70
- COc1ccc2nc(-c3ccc(-c4noc(-c5cc(OC)c(OC)c(OC)c5)n4)cc3)[nH]c2c1
→ 15, ., ., ., 68, 41, 39, 19
- COc1ccc(COc2ccc(/C=C3\C(=O)Nc4ccccc43)cc2OC)cc1
→ 101, 104, 104, 102, 100, 100, 106, 102
- OC1COC(c2ccccc2)OC1C1OC(c2ccccc2)OCC1O (configuration not stated)
→ 105, ., 110, 100, 105, 96, 109, 93

Bioassay records as filed in PubChem.
